Screens from PubChem BioAssay.
HttQ103 aggreg: inhibitors of mutant huntingtin aggregate formation in PC12 cells; PC12 HttQ103-GFP aggregates, Acumen cytometry, 40 h; Potency, µM (series often up to 46.1 µM), for the others: at the highest dose activity change, negative = inhibition, most hits filed as inhibitors; AID 1688; hit rate 1.1% among 220,000; further: potency means the concentration at half of the fitted maximal effect; on the % scale 0 is the no-effect control and ±100 the full control effect; nearly all actives have a fitted effect of over 60% in size
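Inducible Q103 Huntingtin exon 1–GFP PC12 line, 1500 cells/well in phenol red free DMEM with 5% equine and 5% calf serum. Tebufenozide 100 nM induced expression; compounds titrated; aggregates quantified by cytometry.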
SMN2 splice enh: increases expression of the SMN2 splice variant; HEK293 SMN2-luciferase splicing reporter, luminescence, 30-36 h; Potency, µM (doses to about 46.1 µM), for inactives: at the top dose activity change, positive = activation, most hits filed as activators; hit rate 2.8% among 210,000; further: potency means the concentration at half of the fitted maximal effect; % of control where 0% means no effect; nearly all actives have a fitted effect of over 55% in size
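qHTS luciferase splicing reporter: luminescence rises when SMN2 exon 7 is included in transfected HEK293 cells. Compound exposure lasted 30-36 h at 37C, with 4.5 mM final sodium butyrate as control, followed by a ONE-Glo read.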
IMPase Li cell: cell-permeable IMPase inhibitors with lithium potentiation. CHO-M1 cells, IP1 TR-FRET (IP-One), carbachol + lithium. Potency, µM (series often up to 59.4 µM), for the others: at the top dose activity, negative = IMPase inhibition, usual class: inhibitors. hit rate 0.35% among 210,000;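 further: IP1 builds up when IMPase is blocked and the TR-FRET signal falls; potency means the concentration at half of the fitted maximal effect; plate controls were basal vehicle for no effect and high inhibitor control for full effect; nearly all actives have a fitted effect of over 50% in size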
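CHO cells stably expressing M1 receptor (2000/well, cultured 16–30 h) treated 30 min at 37C with compound plus low lithium. Cytosolic IP1 by TR-FRET (665/620 ratio and 620 channel) after 10 min lysis; AC50 by Hill fit.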
CBFb-RUNX1 inh: CBF-beta/RUNX1 interaction disruption; Q01196+Q13951; AlphaScreen CBFb-His/RUNX1-biotin binding, biochemical; Potency, µM (highest dose often 59.8 µM), for inactives: top-dose activity, negative = inhibition, actives largely listed as inhibitors; 230,000 tested, under 10 active; AID 1477; further: % of control where 0% means no effect
Target sequence (Q01196 whole entry, looked up): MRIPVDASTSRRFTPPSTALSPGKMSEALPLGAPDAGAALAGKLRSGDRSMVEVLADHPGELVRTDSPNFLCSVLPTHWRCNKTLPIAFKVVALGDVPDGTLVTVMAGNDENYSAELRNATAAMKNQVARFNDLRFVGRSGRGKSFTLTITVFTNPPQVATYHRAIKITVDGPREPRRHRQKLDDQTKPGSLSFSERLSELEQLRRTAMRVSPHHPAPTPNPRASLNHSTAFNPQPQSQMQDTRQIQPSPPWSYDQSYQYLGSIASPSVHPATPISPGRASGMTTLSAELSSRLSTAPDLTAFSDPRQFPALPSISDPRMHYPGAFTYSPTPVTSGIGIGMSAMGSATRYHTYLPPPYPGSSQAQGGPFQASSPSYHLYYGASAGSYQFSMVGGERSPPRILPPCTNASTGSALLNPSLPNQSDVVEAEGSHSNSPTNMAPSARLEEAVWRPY
Target sequence (Q13951 whole entry, looked up): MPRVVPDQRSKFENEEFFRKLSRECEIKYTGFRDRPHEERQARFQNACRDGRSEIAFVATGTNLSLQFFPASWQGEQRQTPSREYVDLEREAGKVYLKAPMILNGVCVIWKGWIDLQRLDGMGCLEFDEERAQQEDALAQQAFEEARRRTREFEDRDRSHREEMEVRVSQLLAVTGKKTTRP
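Read-out: AlphaScreen. Format: His-CBF-beta with biotinylated RUNX1 (30 nM each) preincubated 20 min, compound 15 min, Ni-chelate plus streptavidin beads 90 min; room temperature throughout.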
Luc counter: blocks Kinase-Glo luciferase, a counter-screen artifact; Kinase-Glo luciferase, ATP luminescence, 8 min; Potency, µM (highest dose often 38.3 µM), for the others: at the top dose activity change, negative = inhibition, most hits filed as inhibitors; hit rate 0.28% among 200,000; AID 1379; further: potency means the concentration at half of the fitted maximal effect; on the % scale 0 is the no-effect control and ±100 the full control effect; nearly all actives have a fitted effect of over 60% in size
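Kinase-Glo luciferase light output from ATP and luciferin was measured with 10 uM ATP, within the enzyme's linear range. Buffer: 50 mM imidazole pH 7.2, 50 mM KCl, 7 mM MgCl2, 0.01% Tween 20, 0.05% BSA; luminescence read after 8 min at ambient temperature.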
HTT ATP protect: protects HTT-Q103 PC12 cells, measured by ATP; hit rate 0.14% among 230,000; PC12 HTT-Q103 induced, cytoprotection, ATP luminescence, 40 h; AID 1471; Potency, µM (highest dose often 56.4 µM), for inactives: cytoprotection (ATP increase), hits mostly activators;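 further: potency means the concentration at half of the fitted maximal effect; % of control where 0% means no effect; nearly all actives have a fitted effect of over 45% in size; toxic huntingtin expression switched on by the ecdysone agonist tebufenozide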
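Readout: ATPlite luminescence (ATP level). Model: stable PC12, inducible Htt exon1 Q103-GFP. Inducer: tebufenozide, 100 nM final. Compounds: dose series. No G418 in medium.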
LMNA splice mod: changes lamin A minigene splicing in HeLa cells | HeLa LMNA splicing GFP/RFP minigene ratio, 48 h | Potency, µM (series often up to 46.1 µM), inactives show at the highest dose ratio change, negative = inhibition, most hits filed as inhibitors | hit rate 0.01% among 200,000; active means well fitted inhibition curve with a large enough effect in the signal ratio, with a control signal flat, not every such curve was filed as active; inconclusive means small, poorly fitted or top-dose-only effect, or effect the other way, or a change in a side signal; the % refers to the signal ratio; further: potency means the concentration at half of the fitted maximal effect; on the % scale 0 is the no-effect control and ±100 the full control effect
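S3 HeLa cells stably expressing lamin A-EGFP splicing minigene plus DsRed2, 600 cells/well, 48 h compound exposure at 37C. Laser-scanning cytometry; analysed as GFP (500-530 nm)/RFP (575-640 nm) total intensity ratio; 0.5% DMSO vehicle.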
* marks the source's active call; other numbers are inactive results; ? = inconclusive; . = no result given; & = joins results of further samples; [ ] = another dose, or the depositor's remark. Unless noted, the call rests on the fitted dose curve; in most records, active means well fitted curve in the direction sought with a large enough effect; inconclusive means small, poorly fitted or top-dose-only effect, or another doubt; inactive means no such curve, though single readings can be large; an effect the other way counts as inactive or inconclusive.

1: O=C(c1ccc(F)cc1Cl)N(c1ccccn1)C1CCCCC1
2: Clc1ccccc1Sc1cnc2ccccc2n1
3: N#C/C(=C(/O)COC(=O)CCC1CCCCC1)c1nc2ccccc2[nH]1
4: O[C@@H]1COC(Nc2ccc(N=Nc3ccccc3)cc2)C[C@@H]1O (some centres undefined)
5: Cc1cccc(C)c1NC(=O)C(c1ccccc1)N1CCC1=O (centres undefined)
6: CCOC(=O)N1CCN(C(=O)CCn2c(=O)[nH]c3ccsc3c2=O)CC1
7: O=C(O)c1cccc(CSc2nc(-c3ccccc3)cc(C(F)(F)F)n2)c1
8: CN(C)c1ccc(C2(c3ccc(N(C)C)cc3)OC(=O)c3cc(N(C)C)ccc32)cc1
compound no.,1,2,3,4,5,6,7,8
HttQ103 aggreg,2%,-5%,13%,-10%[9.22 µM],7%,3%,16%,.
SMN2 splice enh,2%,-7%,-3%,.,-4%,-24%,-8%,-2%
IMPase Li cell,0%,?,1%[38.3 µM],.,6%[38.3 µM],-13%,-6%,8%
CBFb-RUNX1 inh,2%,9%,2%,-15%,5%,?,-10%,.
Luc counter,0%,-6%,-1%,.,-7%,-1%,3%,.
HTT ATP protect,-20%,-9%,-4%[10 µM],-14%[10 µM],13%,-7%,31%[10 µM],7%
LMNA splice mod,-2%[46 µM],5%,-7%,.,11%,14%[46 µM],7%,.

9: CN1CCN(C2=Cc3ccccc3Sc3cc(F)ccc32)CC1
10: Cc1ccc(C)c(C(=O)CN2C(=O)c3ccccc3S2(=O)=O)c1
11: C=CCn1c(SCC(N)=O)nc2nc3c(cc2c1=O)COC(C)(C)C3
12: COC(=O)c1ccc(C(NC(=O)OCc2ccccc2)/C(=C/[C@@H](C)C(=O)NCc2nc3ccccc3s2)c2cccnc2)cc1 (some centres undefined)
13: COC(=O)c1cc(=O)n2c(-c3ccc(OC)cc3)csc2n1
14: Cn1c(SCC(=O)NCc2cccs2)nnc1-c1ccc(S(=O)(=O)N2CCCC2)cc1
15: Cc1ccccc1NC(=O)c1cnn(-c2ccccc2)c1NC(=O)c1ccco1
16: CN(C)c1ccc(/C=N/N2C(=S)SC(C)(C)C2N(O)C(=O)Nc2ccc([N+](=O)[O-])cc2)cc1 (centres undefined)
compound no.,9,10,11,12,13,14,15,16
HttQ103 aggreg,-9%,11%,0%[9.22 µM],.,14%,?,-10%,-31%
SMN2 splice enh,21%,-2%,.,4%,-8%,-36%[inhibitor],-8%,-13%
IMPase Li cell,15%,-7%[38.3 µM],.,5%,4%[38.3 µM],6%[38.3 µM],-10%[38.3 µM],-1%[38.3 µM]
CBFb-RUNX1 inh,-9%,1%,11%,-3%,7%,4%,-3%,?
Luc counter,0%,1%,.,-2%,-1%,1%,-6%,-5%
HTT ATP protect,-6%[10 µM],-18%,13%[10 µM],1%,-1%,5%,-12%,-25%
LMNA splice mod,-19%,0%,.,.,-2%,17%,-6%,-12%

17: CC(CCc1ccccc1)NCc1ccncc1 (centres undefined)
18: Cc1ccc(S(=O)(=O)[N-]c2nc3ccccc3nc2-[n+]2cc(C)cc(C)c2)cc1
19: O=C(O)CCSc1ncnc2nc[nH]c12
20: CC(=O)c1ccc(N2CCN(c3ccc(S(=O)(=O)N4CCN(C)CC4)cn3)CC2)cc1
21: Cc1cc(C)cc(CSCC(=O)N/N=C/c2ccc(OCC(=O)NCc3ccco3)cc2)c1
22: N#CCSc1ncnc2sc3c(c12)CCC3
23: COC(=O)c1sc(NC(=O)COc2cccc(C)c2)nc1C
24: O=C(CNC(=O)/C(=C/c1ccccc1)NC(=O)c1ccc(Br)cc1)OCc1ccccc1
compound no.,17,18,19,20,21,22,23,24
HttQ103 aggreg,-8%,15%[9.22 µM],.,4%,-7%,-23%,-11%,3%
SMN2 splice enh,30%,.,-11%[9.22 µM],-19%,1%,-1%,4%,0%
IMPase Li cell,30%[38.3 µM],.,-7%,?,6%[38.3 µM],?,4%,4%
CBFb-RUNX1 inh,2%,-1%,.,5%,-6%,2%,-3%,-1%
Luc counter,7%,.,1%[7.66 µM],2%,1%,-2%,3%,-1%
HTT ATP protect,8%[0.074 µM],-1%[10 µM],-18%[10 µM],-5%,-30%,12%[10 µM],-7%[10 µM],20%[10 µM]
LMNA splice mod,10%,.,.,5%,4%,-6%,20%,-12%

Reformatted with bars between the fields: 5 of the compounds above.
no. | compound | HttQ103 aggreg | SMN2 splice enh | IMPase Li cell | CBFb-RUNX1 inh | Luc counter | HTT ATP protect | LMNA splice mod
20 | CC(=O)c1ccc(N2CCN(c3ccc(S(=O)(=O)N4CCN(C)CC4)cn3)CC2)cc1 | 4% | -19% | ? | 5% | 2% | -5% | 5%
21 | Cc1cc(C)cc(CSCC(=O)N/N=C/c2ccc(OCC(=O)NCc3ccco3)cc2)c1 | -7% | 1% | 6%[38.3 µM] | -6% | 1% | -30% | 4%
22 | N#CCSc1ncnc2sc3c(c12)CCC3 | -23% | -1% | ? | 2% | -2% | 12%[10 µM] | -6%
23 | COC(=O)c1sc(NC(=O)COc2cccc(C)c2)nc1C | -11% | 4% | 4% | -3% | 3% | -7%[10 µM] | 20%
24 | O=C(CNC(=O)/C(=C/c1ccccc1)NC(=O)c1ccc(Br)cc1)OCc1ccccc1 | 3% | 0% | 4% | -1% | -1% | 20%[10 µM] | -12%

(further entries)
25: COc1cc(-c2nc3n(n2)C(c2ccncc2)C2=C(CCCC2=O)N3)cc(OC)c1OC (centres undefined)
26: Cc1cc(C(=O)COc2cccc(-n3cnnn3)c2)c(C)n1-c1ccccc1
27: CC(=O)CCc1oc2ccc(C)cc2c1-c1ccccc1
28: Cc1cc(C)cc(OCCCOc2cccc3cccnc23)c1
29: Cc1cccc(C)c1-n1c(C)cc(/C=N\Nc2ccc([N+](=O)[O-])cn2)c1C
30: COc1ccc(N2CCCn3c2nc2c3c(=O)n(Cc3ccc(F)cc3)c(=O)n2C)c(OC)c1
31: Cc1cccc(NC(=O)c2sc(NC(=O)c3ccco3)c(C#N)c2C)c1C
32: Cn1c(N2CCN(S(=O)(=O)c3ccc(F)cc3)CC2)nc2ccccc21
compound no.,25,26,27,28,29,30,31,32
HttQ103 aggreg,3%,11µM*,6%[9.22 µM],-17%,?,17%,-25%,-5%[9.22 µM]
SMN2 splice enh,?,-32%[inhibitor],.,-17%,-24%,?,-19%,-47%[inhibitor]
IMPase Li cell,-7%,22%[38.3 µM],.,0%[38.3 µM],50%[activator][38.3 µM],39%[38.3 µM],-20%[38.3 µM],10%
CBFb-RUNX1 inh,-4%,-16%,21%,3%,21%,7%,-4%,2%
Luc counter,0%,0%,.,0%,-6%,-6%,9%,-4%
HTT ATP protect,-3%,-98%[inhibitor],13%[10 µM],-24%,-40%[inhibitor],4%,20%,3%[10 µM]
LMNA splice mod,.,?,.,-23%,15%,7%,7%,.

Screen by screen, quoted from above:
SMN2 splice enh, nos. 25–32: ?, -32%[inhibitor], ., -17%, -24%, ?, -19%, -47%[inhibitor]

Following part.
33: COC(=O)[C@H](C)[C@@H]1C[C@@]1(C)[C@@H](NC(=O)OCc1ccccc1)c1ccccc1
34: CCCCOc1c(C(=O)Nc2ccccc2)nnn1-c1ccccc1
35: CS(=O)(=O)N(CC(=O)NCC1CCCO1)Cc1ccc(Cl)cc1 (centres undefined)
36: Cc1cc(C)n(-c2ccc(S(=O)(=O)N3CCOCC3)cc2[N+](=O)[O-])n1
37: Cc1ccc2nc(-c3ccc(NC(=S)NC(=O)C(C)C)cc3)sc2c1
38: Cc1oc(-c2ccc(Cl)cc2)cc1C(=O)/C(C#N)=C/Nc1cccc(OC(F)(F)F)c1
39: Cc1ccccc1-c1ccc(C=Nc2c(C)n(C)n(-c3ccccc3)c2=O)o1
40: COc1cc(C(=O)N2CCC(C(=O)Nc3cccc(C(C)=O)c3)CC2)cc(OC)c1OC
compound no.,33,34,35,36,37,38,39,40
HttQ103 aggreg,-11%,6%,-9%,-9%[9.22 µM],2%,-1%[9.22 µM],12%,-1%
SMN2 splice enh,-24%&-31%,-15%,?,.,.,.,-34%[inhibitor],-2%
IMPase Li cell,10%&11%,9%,31%[38.3 µM],.,?,.,-21%[38.3 µM],-2%[38.3 µM]
CBFb-RUNX1 inh,8%[2.36 µM],-11%,10%,-2%,-3%,9%,-10%,-5%
Luc counter,14%&-2%,6%,2%,.,13%,.,-10%,-3%
HTT ATP protect,15%,-23%,-2%,-22%[10 µM],-48%[inhibitor],-14%[10 µM],-6%,2%
LMNA splice mod,?,?,4%,.,?,.,1%,-12%

41: C=CCn1cnc2scc(-c3ccc(C)c(C)c3)c2c1=O
42: O=C(/C=C/c1cccs1)c1ccc([N+](=O)[O-])cc1
43: COC(=O)c1ccccc1-c1ccc(C=O)o1
44: Cc1cc(C)c(C)c(S(=O)(=O)NCc2cccnc2)c1C
compound no.,41,42,43,44
HttQ103 aggreg,1%[9.22 µM],-8%[9.22 µM],-1%[9.22 µM],16%
SMN2 splice enh,-20%,.,.,8%
IMPase Li cell,4%,.,-8%,-2%
CBFb-RUNX1 inh,1%,3%,0%,16%
Luc counter,4%,.,-2%,0%
HTT ATP protect,-26%[10 µM],0%[10 µM],-10%[10 µM],24%[10 µM]
LMNA splice mod,?,.,8%[46 µM],-12%
